Screening data deposited in PubChem by several laboratories.
KKLEB tox: cytotoxicity in KKLEB CF airway cells, primary screen, cytotoxicity control for CF NF-kB inhibitor project, cell-based, uHTS, fluorescence assay plates; KKLEB CF airway cells viability, ATPlite luminescence, overnight; active compounds read low; cells stimulated with P. aeruginosa culture filtrate; AID 602141, 2011; activity change (cytotoxicity), % at 5 µM; 0.36% of 360,000 active;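 active = corrected activity change at or below -50% at 5 µM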
iPSC survival up: enhancers of single-cell hiPSC survival, primary screen, ATPlite luminescence; 100% = ROCK inhibitor wells, 0% = DMSO; 0.044% of 360,000 active; AID 602274, 2012; survival enhancement, % at 20 µM; in the data active = survival enhancement above about 18%;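 note: cells exposed to compounds for 16 hours before the ATP read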
TWEAK Fn14 block: inhibitors of TWEAK-Fn14 signaling, primary screen, luciferase reporter cells, uHTS; TWEAK-stimulated Fn14 reporter cells, luciferase luminescence, 8 h; inhibition, % at 10 µM; 2% of 360,000 active; AID 1159606, 2016; in the data active = inhibition above about 50%
HIF-2a block: HIF-2a reporter inhibitors, primary screen, luminescence, 786-0 RCC cells. 786-0 RCC cells HIF-2a reporter, luciferase luminescence, overnight. inhibition, % at 18.8 µM. 0.72% of 360,000 active. AID 624352, 2012;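 active = inhibition of the luminescence signal of 40% or more relative to plate controls, in a single-dose primary screen at 18.75 µM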
Shn3 inh set2: reduction of Shn3 3'UTR firefly luciferase signal, primary screen, Schnurri-3 inhibitor project, cell-based, Clone20 osteoblasts, set 2; Clone20 osteoblast Shn3 3'UTR firefly luciferase, 24 h; inhibition, % at 12.5 µM; 0.52% of 360,000 active;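 active = mean inhibition of at least 75% with every replicate also reaching 75%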;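 note: 0% = median of neutral control wells and 100% = pilot-screen positive control compound; some compounds past the cut are filed as inactive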
aDG glyco act: activators of alpha-DG glycosylation, primary screen, uHTS, Pro5-aDG cells, AlphaScreen | alpha-DG glycosylation AlphaScreen (IIH6); 0% Pro5, 100% B10-LARGE cell signal | activation, % at 10 µM | 0.22% of 360,000 active | AID 624168, 2012;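 active = activation of at least 8% versus controls, or a plate z-score of at least 8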;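 note: Pro5 are CHO cells carrying HIG-tagged alpha-DG that lacks glycosylation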
NR2E3 ag-1: inhibitors of NR2E3-RetCOR corepressor binding, primary screen, NR2E3 agonist project, biochemical, TR-FRET, GST-NR2E3, biotin-RetCOR; inhibition of corepressor binding, % at 4.78 µM; 1536-well; AID 2300, 2010; 0.12% of 320,000 active; Photoreceptor-specific nuclear receptor (Homo sapiens), Q9Y5X4;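 active = percent inhibition above the cutoff of mean plus 3 SD of all tested compounds, set per screening campaign, cut at about 20% in these data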;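 note: 0% = DMSO wells and 100% = biotin wells as full block of FRET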
Target sequence (Q9Y5X4 whole entry, looked up): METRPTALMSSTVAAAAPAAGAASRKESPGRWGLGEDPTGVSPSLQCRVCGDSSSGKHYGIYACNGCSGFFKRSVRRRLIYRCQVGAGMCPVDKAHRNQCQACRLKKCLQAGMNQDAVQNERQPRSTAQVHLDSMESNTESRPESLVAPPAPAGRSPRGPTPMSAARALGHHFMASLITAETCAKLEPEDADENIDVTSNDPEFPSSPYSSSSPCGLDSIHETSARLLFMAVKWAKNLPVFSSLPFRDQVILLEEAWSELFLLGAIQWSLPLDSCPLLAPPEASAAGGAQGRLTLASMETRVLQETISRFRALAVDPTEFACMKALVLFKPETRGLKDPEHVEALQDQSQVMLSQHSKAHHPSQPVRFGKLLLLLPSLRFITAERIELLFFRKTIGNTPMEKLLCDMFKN
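System: GST-tagged NR2E3 plus biotinylated RetCOR corepressor; Amount: 1.35 nM GST-tagged NR2E3 final; Dosing: single nominal compound dose of 4.8 µM; Schedule: 5 h incubation at 4 °C; Technique: TR-FRET with europium anti-GST and streptavidin-D2, 340 nm excitation; Controls: biotin wells as high control, 0.6% DMSO wells as low control.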
NR2E3 ag-2: NR2E3 agonists in two-hybrid cells, primary screen, cell-based, luminescence, CHO-S, Gal4-NCOR/VP16-NR2E3; Photoreceptor-specific nuclear receptor (Homo sapiens), Q9Y5X4; luciferase; inhibition of corepressor binding, % at 3.98 µM; 0.35% of 360,000 active; AID 602229, 2012;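 active = inhibition above the mean of all tested compounds plus 3 SD, cut at about 70% in these data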;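 note: 0% = DMSO with NR2E3 transfected cells and 100% = cells lacking NR2E3 construct; higher means lower luciferase signal from less NR2E3 corepressor binding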
MITF TRPM1 inh: inhibitors of MITF-dependent TRPM1 promoter reporter, primary screen, cell-based, SK-MEL-5, single point, luciferase. 0.83% of 330,000 active. inhibition, % at 12.5 µM. SK-MEL-5 TRPM1 promoter luciferase, 24 h;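 active = mean inhibition across replicates of 60% or more, whatever share of single replicates reaches that level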; note: values of inactives mirror those of a sister screen read the other way
CF NFkB inh: inhibitors of PAF-induced NF-kB signaling, primary screen, cell-based, GFP fluorescence, uHTS | KKLEB NF-kB-GFP reporter, GFP fluorescence overnight | inhibition, % at 5 µM | 0.86% of 360,000 active;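 active = at least 50% inhibition at 5 µM, scaled per plate between neutral and stimulator controls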;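 note: PAF is a Pseudomonas aeruginosa culture filtrate used as stimulus; plate controls were PAF-stimulated DMSO wells for no effect and unstimulated DMSO wells for full effect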
Peg3 prom inh: Peg3 promoter-driven luciferase inhibitors, primary screen, cell-based, HeLa, luciferase luminescence. HeLa PEG-Prom luciferase reporter, overnight. inhibition, % at 20 µM. 1.7% of 360,000 active;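 active = inhibition of at least 50% at 20 µM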
The depositor's hits bear a star; x = not tested or not shown. No enrichment for hits, and some 4.4% of all compounds hit somewhere here.

SMILES | KKLEB tox | iPSC survival up | TWEAK Fn14 block | HIF-2a block | Shn3 inh set2 | aDG glyco act | NR2E3 ag-1 | NR2E3 ag-2 | MITF TRPM1 inh | CF NFkB inh | Peg3 prom inh
CCC1(C)Cc2ccccc2-c2nc(NCCCO)[nH]c(=O)c21 (stereo not given) | 16 | -0.2 | 10 | 11 | -1 | 0.0 | -2 | -31 | -5 | -31 | -6
COC(=O)CC(c1ccc(F)cc1)n1c(C)ccc1C (stereo not given) | -10 | 1.6 | 13 | 10 | 4 | 0.2 | 1 | -21 | 1 | 12 | 5
O=C(O)CCCCCNS(=O)(=O)/C=C/c1ccccc1 | -22 | 0.3 | -12 | 7 | -21 | 0.1 | 3 | -3 | 3 | -1 | 8
CC(Sc1ccc(S(=O)(=O)N2CCCC2)cn1)C(N)=O (stereo not given) | -3 | -0.2 | 4 | 7 | 10 | 0.0 | 0 | 5 | 8 | 6 | 2
Clc1ccc(N/N=C/c2cccnc2)cc1 | 11 | -0.4 | -62 | -257 | -36 | -0.1 | 0 | -1 | -82 | -15 | -275
O=C(N/C=C/c1ccco1)Nc1cccc(Cl)c1 | 4 | 0.3 | 16 | 1 | 12 | 0.0 | 1 | -6 | x | -13 | 15
Nc1ccc2c(c1)C(=O)CCC2 | 4 | -3.8 | 55* | 2 | -7 | 0.0 | x | -31 | x | -2 | -11
CC(NC(=O)COC(=O)/C=C/c1ccc2c(c1)OCO2)c1ccccc1 (stereo not given) | 1 | -0.1 | 0 | 5 | -13 | 0.0 | 3 | 27 | 8 | -10 | -13
Cc1c(Nc2ccc3nonc3c2[N+](=O)[O-])c(=O)n(-c2ccccc2)n1C | -16 | -0.6 | 1 | 15 | -7 | 0.1 | 0 | -15 | 6 | 2 | 9
CC(C(=O)NCCC1=CCCCC1)c1ccc([N+](=O)[O-])cc1 (stereo not given) | -16 | -2.3 | -6 | 8 | 11 | 0.3 | -1 | -33 | 3 | -7 | 24
CN1C(C(=O)NCC2CC2)CC2Cn3c(nc4cc(Cl)c(Cl)cc43)C21 (stereo not given) | -1 | -1.0 | -9 | -19 | -19 | 0.4 | 1 | -13 | -7 | 8 | 10
Cc1nc(NC(=S)NC(=O)c2ccccc2)sc1C | -21 | -0.7 | -2 | -257 | -181 | -0.3 | 4 | -29 | -52 | -16 | -253
CC(C)c1ccc(N(CC(=O)NCc2ccco2)C(=O)CCC(=O)Nc2nccs2)cc1 | -4 | 0.0 | -6 | 9 | 5 | 0.1 | 7 | -20 | -3 | 5 | -11
Cc1ccc(S(=O)(=O)N(C)C)cc1NC(=O)C(C)OC(=O)c1ccc2c(=O)n3c(nc2c1)CCC3 (stereo not given) | 2 | 0.1 | 2 | 0 | 4 | 0.0 | x | -3 | -4 | -8 | 0
CCOC(=O)C1(CCCc2ccccc2)CCN(Cc2nccn2CC)CC1 | -13 | 0.3 | -1 | 13 | 29 | 5.0 | -2 | -4 | 0 | 11 | 14
CCOc1ccccc1C(=O)NC1CC2CCCC(C1)N2Cc1ccccc1 (stereo not given) | 10 | -4.0 | 8 | 18 | 18 | -0.1 | 3 | -13 | 8 | -10 | 5
O=C(C1CCN(S(=O)(=O)c2cc(Cl)ccc2Cl)CC1)N1CCOCC1 | -2 | 0.2 | 20 | 8 | 5 | -0.1 | 0 | -8 | 6 | -13 | 9
CCOC(=O)Cc1csc(NC(=O)CN2CCOCC2)n1 | -2 | 0.0 | -6 | 17 | -25 | 0.1 | 4 | -5 | -10 | -19 | 9
CCOC(=O)C(C)Oc1cccc2c(=O)n(CC(=O)N3CCN(C(=O)OCC)CC3)ccc12 (stereo not given) | -6 | 1.0 | 4 | 10 | 7 | 0.1 | -1 | -2 | x | -6 | 3
Cc1cc(NC(=O)CCC(=O)N(CC(=O)NC2CCCC2)Cc2cccs2)no1 | 1 | 3.9 | 3 | 9 | -4 | -0.2 | 4 | 13 | 4 | -3 | 9

TWEAK Fn14 block, hit marks shown above.
Compound	TWEAK Fn14 block	HIF-2a block	Shn3 inh set2	aDG glyco act	NR2E3 ag-1	NR2E3 ag-2	MITF TRPM1 inh	CF NFkB inh	Peg3 prom inh
Nc1ccc2c(c1)C(=O)CCC2	55*	2	-7	0.0	x	-31	x	-2	-11

New compounds follow:
SMILES | KKLEB tox | iPSC survival up | TWEAK Fn14 block | HIF-2a block | Shn3 inh set2 | aDG glyco act | NR2E3 ag-1 | NR2E3 ag-2 | MITF TRPM1 inh | CF NFkB inh | Peg3 prom inh
CCN(CC)CC#CCOC(c1ccccc1)c1ccccc1 | 4 | 0.3 | -9 | -1 | 4 | 0.2 | 0 | -17 | -6 | 4 | 13
COc1ccc(CCNC(=O)CSCc2c(F)cccc2Cl)cc1OC | 6 | -0.6 | 13 | 16 | 4 | 0.0 | 4 | -7 | 9 | 11 | 19
CCCCCOc1ccc(N2C(=O)CC(N(O)c3ccccc3)C2=O)cc1 (stereo not given) | 4 | 0.0 | -16 | -27 | 5 | 0.2 | 4 | -35 | -15 | -24 | -3
O=C(O)C1C2C=CC(C2)C1C(=O)Nc1nccs1 (stereo not given) | -8 | 2.5 | -4 | 6 | 1 | -0.1 | 1 | -7 | 10 | 5 | 3
O=C(Nc1ccc2c(c1)OCO2)C1CCN(Cc2cc3c(cc2O)OCO3)CC1 | 5 | -0.3 | 12 | 12 | -8 | 0.0 | 3 | -16 | 15 | -1 | 3
Cc1cc(C)nc(SCCC(=O)N2CCOCC2)n1 | 5 | 1.8 | 3 | -9 | -15 | -0.3 | 0 | -3 | 5 | -2 | -14
COC(=O)c1sccc1NC(=O)Nc1cccc(OC)c1 | -11 | -0.4 | -28 | -16 | -12 | -0.4 | -2 | -44 | -4 | 30 | 0
O=P(COCCOCP(=O)(c1ccccc1)c1ccccc1)(c1ccccc1)c1ccccc1 | 15 | 1.3 | 9 | 14 | 11 | 0.0 | -2 | 13 | 8 | 2 | 17
COc1cccc(CN2CCC(Oc3ccc(C(=O)NCc4ccccn4)cc3)CC2)c1 | -4 | -0.4 | 7 | 11 | 0 | 0.1 | 0 | -14 | 3 | -2 | 17
CC12CN3CC(C)(CN(C1)C3c1ccc(Br)cc1O)C2 (stereo not given) | 12 | -1.7 | -9 | 8 | -4 | 0.0 | 2 | 12 | 10 | 1 | 11

Some values from the entries so far.
For CF NFkB inh, `O=C(O)C1C2C=CC(C2)C1C(=O)Nc1nccs1` (stereo not given) has 5
For NR2E3 ag-1, `COc1cccc(CN2CCC(Oc3ccc(C(=O)NCc4ccccn4)cc3)CC2)c1` has 0
For iPSC survival up, `Cc1cc(C)nc(SCCC(=O)N2CCOCC2)n1` has 1.8

The listing continues.
SMILES | KKLEB tox | iPSC survival up | TWEAK Fn14 block | HIF-2a block | Shn3 inh set2 | aDG glyco act | NR2E3 ag-1 | NR2E3 ag-2 | MITF TRPM1 inh | CF NFkB inh | Peg3 prom inh
CCOC(=O)c1cnc(Nc2nc3ccccc3o2)nc1CSc1nnc(C)s1 | 8 | 1.0 | 5 | -112 | -29 | 0.1 | 0 | -98 | -17 | -12 | -69
COc1ccc(-c2ccc(CN3C(CC(C)C)C(=O)N(Cc4cn(CCC5OCCCO5)nn4)CCS3(=O)=O)cc2)cc1OC (stereo not given) | 2 | -1.4 | 27 | 18 | -4 | -0.3 | x | 2 | x | 24 | 19
Cc1cc(NC(=O)CN2C(=O)/C(=C/c3cccc(Br)c3)SC2=S)no1 | 3 | 2.0 | -40 | 14 | -2 | 0.0 | -1 | -22 | -5 | 8 | 30
CC(C)=CC(=O)OCC(=O)Nc1cccc([N+](=O)[O-])c1 | 12 | -0.1 | 5 | 5 | -13 | -0.3 | -1 | -29 | 9 | 0 | -11
CCC(C)[C@H](NC(=O)NCc1ccco1)C(=O)OC (stereo not given in full) | 0 | -0.6 | -25 | 26 | -1 | -0.2 | -5 | -23 | 3 | -5 | 6
C[C@H](N)C(=O)N1CCC(C(=O)N[C@@H](Cc2ccccc2)C(=O)Nc2ccc(F)cc2)CC1 | -2 | -3.5 | -11 | -4 | 2 | -0.3 | -2 | 7 | -1 | 26 | -1
O=C(COC(=O)c1n[nH]c(=O)c2ccccc12)Nc1ccccc1F | -2 | -1.7 | -9 | 13 | 3 | -0.1 | x | -18 | 9 | 4 | 8
CCc1cc2ccccc2nc1Cl | -21 | -1.0 | 10 | 15 | 3 | 0.0 | 0 | 12 | 0 | -6 | 21
CCOC(=O)c1c(NC(=O)CC2Nc3ccccc3NC2=O)sc(C)c1C (stereo not given) | -21 | 9.1 | -23 | 4 | 6 | 0.4 | 1 | 2 | 14 | 20 | 13
Nc1nc(=S)c2ncn(C3OC(CO)CC3O)c2[nH]1 (stereo not given) | 8 | 2.6 | 5 | 7 | 0 | -0.1 | x | -23 | 1 | -6 | 5
O=C(O)c1ccccc1CSC1=NCCS1 | 4 | -0.2 | -1 | 16 | 10 | -0.3 | -3 | -2 | 9 | -3 | 20
CNC(=O)N(O)C1N(/N=C/c2cccs2)C(=S)SC1(C)C (stereo not given) | -2 | 2.4 | 10 | 12 | 8 | -0.1 | -1 | 8 | 4 | -3 | 10
Cc1occc1C(=O)NCCc1ccc(Cl)cc1 | 0 | -1.8 | -7 | -119 | -26 | 0.1 | 3 | -52 | -37 | 2 | -119
Nc1ccn(CCCN2CCN(Cc3cccc4ccccc34)CC2)c(=O)n1 | 1 | -1.0 | 9 | 5 | 12 | 0.4 | x | -9 | x | 19 | -1
COc1ccc2sc(-c3ccc(N(C)C)cc3)c(-c3cnc(OC)nc3)c2c1 | -1 | -0.6 | -7 | -195 | -36 | 0.2 | 5 | -21 | -65 | -14 | -231
CC(C)C[C@@H](C(=O)NC1CC1)N1C(=O)N2CCc3c([nH]c4ccccc34)[C@@]2(C)C1=O | 12 | -2.8 | 12 | 16 | 10 | -0.1 | 1 | -12 | 8 | 1 | 9
O=C(N/N=C/c1ccc2c(c1)OCO2)c1ccc2c(c1)OCO2 | -8 | -0.4 | 10 | -175 | -52 | 0.0 | -5 | -74 | -54 | 13 | -172
NS(=O)(=O)c1ccc(CCNC2CC(=O)N(Cc3ccccc3)C2=O)cc1 (stereo not given) | -8 | 0.4 | 0 | 8 | 14 | -0.1 | 2 | -31 | 12 | 14 | 7
